Screening data from PubChem.
dFosB act: activators of mouse delta FosB homodimer; activation, % at 25 µM; purified delta FosB, TAMRA-CDK5 oligo fluorescence polarization; percent of positive-control signal above neutral wells; AID 493131; 340,000 tested, 0.99% active;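 active = mean activation above about 17%, with every replicate also reaching it, limit read from the data, passing the limit was not always enough; inconclusive = only one of the two conditions met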;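 note: fluorescence polarization rise as delta FosB binds a TAMRA Cdk5 AP-1 oligo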
PKA-R1A act: activators of PKA-R1A complex | AID 504707 | activation, % at 11.4 µM | PKA-R1A dissociation, Cy5-IP20 fluorescence polarization; scaled: DMSO 0%, 113 µM cGMP 100% | P00514+P68181 | 340,000 tested, 0.083% active;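 active = percent activation above the mean of all tested compounds plus 3 SD, cut at about 19% in these data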;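 note: higher means more PKAc released from R1A so a rise in polarization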
PKA-R2B activ: PKA-R2B complex activation. P22694+P31323. 340,000 tested, 0.079% active. activation, % at 11.4 µM. PKA-R2B holoenzyme dissociation, Cy5-IP20 fluorescence polarization; R2B truncated from residue 108, S112A mutant; 0% DMSO only, 100% 113 µM cGMP;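 active = activation above a cutoff set at the mean over all compounds plus 3 SD, cut at about 18% in these data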;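 note: higher means more holoenzyme dissociation and a rise in polarization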
SR-BI DiI-HDL act: SR-BI HDL lipid transfer activation | CHO ldlA[mSR-BI] cells, DiI-HDL uptake fluorescence, 3 h; 100 = double the neutral-control signal | activation, % at 12.5 µM | 320,000 tested, 0.096% active | AID 504775;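 active = mean replicate activation of at least 60% and every replicate at or above 60%; inconclusive = mean or all-replicate condition met, but not both; inactive = mean below 60% and not all replicates reaching 60%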;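 note: 0% = median plate neutral-control signal and 100% = twice that signal; values of inactives mirror those of a sister screen read the other way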
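Material: SR-BI-overexpressing, LDLR-lacking CHO cells; schedule: compound exposure 3 h, 37 °C; reagent: DiI-labelled HDL at 10 µg/mL final; technique: bottom-read fluorescence, 550/595 nm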
Arr AP2 block: blocks beta-arrestin peptide binding to AP2 adaptin | FITC-arrestin peptide / GST-AP2 beads, flow cytometry; AP2 beta2 appendage carries R879A mutation | inhibition, % at 10 µM | 340,000 tested, 0.31% active | AID 504490;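 active = inhibition above a set limit, near 3 SD of compounds lacking own fluorescence, cut at about 54% in these data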;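 note: plate controls were DMSO wells for no effect and 5 µM unlabelled arrestin peptide for full effect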
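Assay system: GST-AP2 R879A bound to glutathione beads, E. coli-expressed; Medium: PBS with 0.05% Tween 20 and 0.1% BSA; Also added: fluorescein-tagged arrestin peptide at 50 nM final; Timing: 12 min plus 1 h, RT; Measured by: flow cytometry, FL1 (488/535 nm); Evaluation: percent drop in bead-associated FITC signal.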
MITF act: MITF TRPM1 promoter activation in melanoma cells; SK-MEL-5 TRPM1-promoter luciferase, 24 h; % of positive control, neutral wells = 0; activation, % at 12.5 µM; 300,000 tested, 0.75% active; AID 588334;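 active = mean activation of at least 80% with every replicate also reaching 80%; inconclusive = mean reaches 80% but some replicate falls short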;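 note: 0% = neutral control wells and 100% = parthenolide positive control wells; values of inactives mirror those of a sister screen read the other way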
Pemphigus Ab inh: human desmoglein-3 autoantibody binding inhibition. P32926. DSG3-coupled beads, scFv-anti-DSG3-GFP binding, flow cytometry; hits give low values. binding (percent of control), % at 10 µM. 310,000 tested, 0.48% active. AID 588358;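 active = binding more than 3 SD below its plate's average and above zero; inconclusive = below that plate limit but binding exactly zero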;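 note: hits lower antibody fragment binding to DSG3; some compounds called inactive have numbers as strong as hits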
Target sequence (P32926 whole entry, looked up, the tested form may be a part): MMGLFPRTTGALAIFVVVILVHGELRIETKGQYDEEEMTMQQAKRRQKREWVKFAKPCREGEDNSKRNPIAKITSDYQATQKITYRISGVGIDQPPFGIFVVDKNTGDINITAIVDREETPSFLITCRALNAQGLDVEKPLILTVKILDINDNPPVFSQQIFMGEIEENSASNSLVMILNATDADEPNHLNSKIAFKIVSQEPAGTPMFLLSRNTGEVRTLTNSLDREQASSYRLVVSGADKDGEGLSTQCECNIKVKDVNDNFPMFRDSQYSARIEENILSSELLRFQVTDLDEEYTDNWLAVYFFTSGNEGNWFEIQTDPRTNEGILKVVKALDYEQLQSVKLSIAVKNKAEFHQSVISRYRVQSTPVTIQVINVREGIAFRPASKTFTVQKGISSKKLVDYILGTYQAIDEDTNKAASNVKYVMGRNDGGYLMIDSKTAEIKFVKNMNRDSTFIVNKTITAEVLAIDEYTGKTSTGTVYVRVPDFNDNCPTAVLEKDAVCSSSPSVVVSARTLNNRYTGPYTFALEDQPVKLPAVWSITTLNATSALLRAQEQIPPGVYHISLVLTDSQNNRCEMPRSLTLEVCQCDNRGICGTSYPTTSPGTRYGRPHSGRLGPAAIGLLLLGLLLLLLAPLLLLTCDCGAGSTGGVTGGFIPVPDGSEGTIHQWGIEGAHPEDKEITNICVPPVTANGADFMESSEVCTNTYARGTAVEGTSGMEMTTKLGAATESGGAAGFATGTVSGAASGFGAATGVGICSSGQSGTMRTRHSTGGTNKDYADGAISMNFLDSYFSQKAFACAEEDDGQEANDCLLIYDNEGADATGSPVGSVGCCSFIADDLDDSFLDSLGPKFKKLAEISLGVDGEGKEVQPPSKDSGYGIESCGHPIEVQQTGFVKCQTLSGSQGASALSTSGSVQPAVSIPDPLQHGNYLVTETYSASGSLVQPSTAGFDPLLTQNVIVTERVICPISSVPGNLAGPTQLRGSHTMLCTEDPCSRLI
SUMO Mot1 rescue: SUMOylation pathway inhibition by Mot1-301 growth rescue; S. cerevisiae Mot1-301 growth rescue, ATP luminescence, 38.5C; percent above DMSO median, 100 means doubled; growth rescue, % at 18.8 µM; 320,000 tested, 1% active; AID 2716;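 active = every valid replicate shows activation above 250% relative to neutral control wells; inactive = the rest, any valid replicate at or below 250%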;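 note: OY570 slx delta 5 strain wells were the positive control but not used for scaling; some compounds called inactive have numbers as strong as hits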
SR-BI HDL uptake: mouse SR-BI HDL lipid transfer inhibition | Q61009 | ldlA[mSR-BI] CHO cells, DiI-HDL uptake fluorescence, 3 h | inhibition, % at 12.5 µM | 320,000 tested, 0.96% active;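 active = mean replicate inhibition of at least 70% and a set share of replicates each scoring 70 or more; inconclusive = meets just one of the two criteria; inactive = fails both criteria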;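 note: 0% = median of neutral control wells and 100% = median of positive control wells; values of inactives mirror those of a sister screen read the other way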
NSD2 HMT inh: inhibitors of human histone methyltransferase NSD2 | O96028 | NSD2 peptide methylation, AlphaScreen, 120 min | inhibition, % at 12.5 µM | 310,000 tested, 0.54% active; in the data active = inhibition above about 50%
CDK5 p35 inh: inhibitors of human CDK5/p35 kinase; Recombinant CDK5/p35, ADP-Glo luminescence, 60 min; inhibition, % at 10 µM; Q00535+Q15078; 330,000 tested, 0.01% active;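 active = highest replicate inhibition of at least 50% and at least 75% of replicates reaching 50%; inconclusive = only one of the two criteria met; inactive = both criteria failed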;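 note: plate controls were DMSO neutral control for no effect and GW8510 at 10 µM for full effect; many of its hits are not listed in these tables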
Numbers without * were called inactive; ? = inconclusive; . = no result given; + = active, no number.

Structure	dFosB act	PKA-R1A act	PKA-R2B activ	SR-BI DiI-HDL act	Arr AP2 block	MITF act	Pemphigus Ab inh	SUMO Mot1 rescue	SR-BI HDL uptake	NSD2 HMT inh	CDK5 p35 inh
COc1ccc(S(=O)(=O)N(C)C[C@@H]2Oc3c(NS(C)(=O)=O)cccc3C(=O)N([C@@H](C)CO)C[C@H]2C)cc1	-4	1	-2	2	2	-10	102	-7	-2	.	1.0
CCOc1cc(C(=O)N2CCC(CC3CC(c4ccc(Cl)cc4)=NO3)(C(=O)NCC3CCCCC3)CC2)cc(OCC)c1OCC (stereo not drawn)	-12	2	-10	-39	0	-17	103	-4	39	.	0.7
Nc1cc(=O)[nH]c(SCC(=O)Nc2ccc(F)c(Cl)c2)n1	1	-6	-8	1	1	4	105	-6	-1	-2	-3.5
Cc1ccccc1Nc1nc(N)nc(COC(=O)c2ccccc2)n1	-7	-17	-4	-14	-2	83*	116	-4	14	-5	-1.1
COC(Cc1ccccc1N1CCCC1=O)OC	-8	10	-1	14	-3	12	106	-3	-14	.	0.1
O=C(CNC(=O)c1ccc(Br)cc1)OCC(=O)c1ccccc1	-8	3	-5	2	7	6	112	23	-2	-2	1.2
Cn1cccc1/C=C(/C#N)c1ccc(F)cc1	5	-6	0	-1	-20	19	107	46	1	0	4.1
N#Cc1c(-n2ccnc2)cccc1-n1ccnc1	8	-3	-5	25	-4	5	101	.	-25	2	0.2
CC(=O)OCCSc1c(-c2ccccc2)c2cc(Cl)ccc2[nH]c1=O	-10	9	5	34	15	2	103	-20	-34	0	-1.2
CC(C(=O)NCc1ccco1)n1ccc2cc(S(=O)(=O)N3CCCCC3)ccc21 (stereo not drawn)	-1	3	1	-2	34	-3	103	-24	2	3	-0.2
CCOc1ccc2c(c1)c(N=NC(=N)N)c(O)n2C	-5	9	-5	15	-2	-11	102	-12	-15	0	0.4
CC1CCCN(C(=O)C(C)Nc2cc(Cl)ccc2N2CCOCC2)C1 (stereo not drawn)	-10	9	-8	-5	-11	-28	119	3	5	18	-0.3
CCC(NC(=S)NCc1ccc(F)cc1)c1ccccc1 (stereo not drawn)	-5	-6	-9	7	9	-7	98	2	-7	-1	-0.3
COc1cccc(C(=O)N2CCN(CCCc3ccccc3)CC2)c1OC	-10	0	7	-2	2	-2	90	31	2	.	1.1
N#C/C(=C(/O)c1ccc(F)cc1)c1nc2ccccc2s1	-4	-5	8	-14	-1	11	91	-4	14	1	-5.4
CC(C)(C)C(=O)c1sc2nc(-c3cccs3)cc(C(F)(F)F)c2c1N	-1	1	3	0	7	.	153	9	0	0	-0.7
CCCCC(=O)Nc1nnc(SCC(=O)NC2CC2)s1	4	-7	1	.	-7	0	.	1	.	-2	0.8
CC1(C)OC2OC(COC(=O)c3ccc([N+](=O)[O-])cc3)C3OC(C)(C)OC3C2O1 (stereo not drawn)	-9	5	-3	.	2	3	100	-2	.	0	-1.0
O=C(NCCCn1ccnc1)C(=O)NCC1OCCN1S(=O)(=O)c1ccc(Br)cc1 (stereo not drawn)	2	-1	-13	28	-2	-5	94	220	-28	1	1.6
O=C(CN1C(=O)/C(=C\c2cccc(Br)c2)Oc2ccccc21)NCCCN1CCOCC1	6	0	1	-14	5	32	.	25	14	-5	-0.1
O=C(O)c1cc2nc(-c3ccccc3)cc(C(F)(F)F)n2n1	1	4	1	23	7	0	100	-2	-23	0	-1.1
N#Cc1cc(-c2ccccc2)nnc1Sc1ccc(Cl)cc1	-4	9	1	9	28	8	70	1	-9	-1	-0.6
Cc1ccc(OCc2ccc(C(=O)Nc3nc4ccccc4n3C)o2)c([N+](=O)[O-])c1	2	-4	-6	-23	2	7	96	79	23	-2	0.0
Cc1ccc(/C=N/NC(=S)NC2CCCCC2)o1	-4	-1	-6	-19	28	40	88	27	19	5	-1.9
CCOC(=O)N1C=CC=C[C@@H]2[C@@H](N3C(=O)c4ccccc4C3=O)C(=O)N21	0	8	3	25	6	-2	89	-5	-25	-3	-1.1
Cc1ccc(C)c(C(=O)COC(=O)CN2C(=O)C3C4C=CC(C4)C3C2=O)c1 (stereo not drawn)	-16	6	-2	-1	-12	15	110	-17	1	-1	-1.7
Cc1ccc(C(=O)CCS(=O)(=O)c2ccc(F)cc2)cc1	-5	4	0	14	43	7	109	-13	-14	-1	-1.1
COCCNc1ccc(S(=O)(=O)N2CCCC2)cn1	-6	1	13	3	15	2	103	434	-3	1	0.7
C#CCOCCOCCOCCNc1nc(N2CCN(C(=O)[C@H]([C@@H](C)CC)n3cc(CCCCN)nn3)CC2)nc(N2CCN(C(=O)[C@H](CCCCN)n3cc(CCCC)nn3)CC2)n1	13	4	-9	15	2	1	110	2	-15	.	-1.4
COc1ccc(NS(=O)(=O)c2cc(NC(=O)c3cnc(C)cn3)ccc2N2CCCC2)cc1	-10	-8	-1	-32	-15	4	100	15	32	-3	-0.5
C[C@@H](OC(=O)c1[nH]cnc1C(=O)N1CCc2ccccc2C1)c1ccccc1	-5	-3	3	9	-4	-10	94	-1	-9	.	-1.0
Cc1cc(Br)ccc1S(=O)(=O)n1ccnc1C	2	-11	-4	18	9	-9	101	11	-18	1	-1.6
COc1ccc(C2C(C(=O)c3ccccc3)=C(C)Nc3nc4ccccc4n32)cc1OC (stereo not drawn)	-1	-9	-3	3	17	-15	94	-22	-3	.	0.2
O=C(CSc1ncnc2c1oc1ccccc12)Nc1ccccc1F	-7	-3	1	-1	-8	15	98	19	1	.	-2.0
Cc1cc(C)nc(SCC(=O)Nc2cccc(S(=O)(=O)N(C)C)c2)n1	-2	-1	-6	3	-30	-17	100	63	-3	-4	1.1
Cc1snc(SCc2ccc(F)cc2)c1C#N	-7	-4	1	-2	1	4	104	129	2	-11	0.8
Cc1cc(C)c(NC(=S)N(CCN2CCCCC2)Cc2ccco2)c(C)c1	-5	4	-8	-5	-7	16	107	-19	5	3	1.9
N#Cc1c(-c2ccc(Cl)cc2)ccnc1N1CCOCC1	-3	-6	-12	-6	37	35	102	23	6	-4	1.1
Cc1cc(C(=O)N/N=C/c2cccc3ccccc23)c(C)o1	12	8	-9	-25	-1	65	98	194	25	-1	-0.2
Cc1cc(C)c2nc(-c3ccccn3)cc(C(=O)N3CCCC3)c2c1	-10	-8	0	-2	4	-9	95	-4	2	5	-1.6
COC1CCCN(C(=O)c2cccc(OC3CCN(S(C)(=O)=O)CC3)c2)C1 (stereo not drawn)	-3	-1	-8	23	-9	1	99	-1	-23	2	0.1
O=C(c1cn2ccccc2n1)N1CCCC(Nc2ccc(F)c(F)c2)C1 (stereo not drawn)	-8	-2	5	14	33	28	104	49	-14	0	2.9
O=C(CCc1nc(-c2ccccc2Cl)no1)NCc1ccco1	-3	-12	7	-2	-16	-6	108	1	2	7	-0.3
Cc1ccc(-c2nc(C(=O)NC3CCCCCC3)no2)cc1	-13	9	5	5	9	.	109	-4	-5	.	1.9
NC(=O)C1CCN(C(=O)Cc2ccc([N+](=O)[O-])cc2)CC1	-4	0	-9	-17	16	-4	98	2	17	-1	0.6
Cc1[nH]c(SCC(=O)c2c(N)n(C)c(=O)n(C)c2=O)nc1Cc1ccccc1	-15	2	-2	6	14	13	97	6	-6	2	-1.5
Nn1c(SCc2ccccn2)nncc1=O	-2	-3	-6	8	-9	-2	107	-11	-8	.	-0.1
Cc1ccc(S(=O)(=O)NC2c3cccc4cccc(c34)C2Sc2ncccn2)cc1 (stereo not drawn)	-3	-8	6	6	7	5	93	48	-6	-1	0.5
O=C(NC1CCCC1)c1cccc(S(=O)(=O)N2CCCCC2)c1	0	-12	6	1	5	-9	.	-21	-1	-1	0.1
COc1ccc(CNC(=O)C2CCC(CNc3c(N4CCC(C)CC4)c(=O)c3=O)CC2)cc1 (stereo not drawn)	0	-6	-11	-2	2	13	97	7	2	0	-0.8
CCN1CCN(C(=S)NCC2CCCO2)CC1 (stereo not drawn)	-5	-4	-13	30	7	3	109	.	-30	8	2.3
Cc1cc(Cl)c2oc(C(=O)NC3CCC(O)CC3)c(C)c2c1 (stereo not drawn)	-8	-8	1	-5	32	35	108	+	5	1	-0.2
Cc1ccc(C)c(N(C(=O)c2csnn2)C(C(=O)NC2CCCCC2)c2cccnc2)c1 (stereo not drawn)	-6	5	1	12	12	5	98	1	-12	-4	-0.8
O=C(Nc1ccc2ccccc2c1)Nc1ccc2snnc2c1	?	6	-16	-13	-1	-7	113	.	13	.	-0.7
CN(C)C(=S)c1ccc(N(C)C)cc1	-1	-10	3	.	8	-7	97	-11	.	0	-0.4
COc1ccc(Cl)cc1C(=O)NC1=NCCS1	-9	7	-9	-43	-2	.	102	2	43	7	-2.6
Cc1nn(-c2ccc(N3CCOCC3)nn2)c(C)c1CCC(=O)NCc1ccccc1	3	-4	6	3	-8	15	104	-10	-3	-3	-1.9
CCn1cc(CNC(=O)CCc2nnc(CCC3CCCCC3)o2)cn1	-3	-5	-10	-12	23	-4	96	9	12	1	1.5
CC1(C)N=C(SCC(=O)Nc2ccc(Cl)cc2Cl)C(c2ccccc2)=N1	-11	-9	9	-28	3	0	.	-24	28	2	0.2
Cc1c(C(=O)Nc2ccc(Cl)cn2)oc2ccccc12	3	-5	-13	-8	2	23	97	-2	8	0	0.7
C=CCNC(=O)c1snnc1-c1ccccc1	4	-3	-3	9	2	5	.	10	-9	-1	-0.6
c1ccc(-c2cnc(CSc3nnc4ccccn34)o2)cc1	-4	-4	3	10	-2	45	.	11	-10	-2	0.1
